CRFBP-R2 agonist: CRF-BP/CRF-R2 complex agonism | activation, % at 13.2 µM | 350,000 compounds, 0.46% hits | HEK293 CRF-R2/CRF-BP, calcium dye fluorescence (FLIPR); percent of saturating CRF peptide response;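 active means activation of at least 50%, plus an integration ratio under a set limit after plate pattern correction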;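 further: plate controls were neutral control wells without compound for no effect and CRF at EC100 for full effect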
M1 PAM parental: counter-screen for M1 PAMs: effect in parental CHO-K1 cells. ATP EC20, Fluo-8 calcium fluorescence; 0% at ATP EC20, 100% at ATP max. activation, % at 3 µM. 360,000 compounds, 0.02% hits. AID 602247;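 active means activation above the run cutoff, the mean activation of all test compounds plus 3 SD, cut at about 40% in these data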;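 further: peak over basal fluorescence ratio in a 140 s read after ATP addition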
TAAR1 antag: human TAAR1 antagonism; CHO RD-HGA16 TAAR1, Fluo-8 calcium fluorescence, antagonist; inhibition, % at 3 µM; AID 624466; Q96RJ0; 360,000 compounds, 1.5% hits;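 active means inhibition above a per-plate cutoff, the mean inhibition of test compounds on that plate plus 3 SD, cut at about 49% in these data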;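 further: 0% = DMSO plus EC80 beta-PEA response and 100% = DMSO alone without agonist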
Target sequence (Q96RJ0 whole entry, looked up): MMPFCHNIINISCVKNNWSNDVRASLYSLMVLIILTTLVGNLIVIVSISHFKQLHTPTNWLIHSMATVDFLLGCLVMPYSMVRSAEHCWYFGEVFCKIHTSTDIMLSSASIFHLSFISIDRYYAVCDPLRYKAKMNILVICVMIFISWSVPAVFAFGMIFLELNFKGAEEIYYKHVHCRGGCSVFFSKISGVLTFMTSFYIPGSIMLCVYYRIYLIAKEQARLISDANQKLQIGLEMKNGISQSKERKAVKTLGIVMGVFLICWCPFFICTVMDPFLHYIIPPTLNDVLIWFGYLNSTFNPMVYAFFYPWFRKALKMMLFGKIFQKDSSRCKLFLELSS
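System: RD-HGA16 CHO cells with stable hTAAR1 and Gα16 | Probe or stimulus: EC80 β-phenethylamine stimulus | Dosing: 3 µM, single point | Times: Dye loading 75 min at 37 °C, then 30 min room temperature | Measured by: Fluo-8 calcium-sensitive fluorescence | Read-out basis: % inhibition of agonist calcium response | Replicates: n of 1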
CRFBP-R2 block: blocks CRF-induced signaling of the CRF-BP/CRF-R2 complex; HEK293 CRF-R2/CRF-BP, CRF-induced calcium fluorescence; inhibition, % at 11.8 µM; 350,000 compounds, 0.59% hits; AID 588475;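 active means inhibition of the ligand-induced calcium signal above about 50% at the single tested concentration, limit read from the data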
M5 antag: blocks acetylcholine activation of human M5 receptor. P08912. CHO-hM5 cells, Fluo-8 calcium fluorescence, ACh EC80. inhibition, % at 3 µM. 360,000 compounds, 0.59% hits. AID 624040;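 active means inhibition above a per-plate cutoff, the mean of that plate's test compounds plus 3 SD, cut at about 27% in these data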;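 further: 0% = acetylcholine EC80 with DMSO and 100% = DMSO without agonist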
Target sequence (P08912 whole entry, looked up): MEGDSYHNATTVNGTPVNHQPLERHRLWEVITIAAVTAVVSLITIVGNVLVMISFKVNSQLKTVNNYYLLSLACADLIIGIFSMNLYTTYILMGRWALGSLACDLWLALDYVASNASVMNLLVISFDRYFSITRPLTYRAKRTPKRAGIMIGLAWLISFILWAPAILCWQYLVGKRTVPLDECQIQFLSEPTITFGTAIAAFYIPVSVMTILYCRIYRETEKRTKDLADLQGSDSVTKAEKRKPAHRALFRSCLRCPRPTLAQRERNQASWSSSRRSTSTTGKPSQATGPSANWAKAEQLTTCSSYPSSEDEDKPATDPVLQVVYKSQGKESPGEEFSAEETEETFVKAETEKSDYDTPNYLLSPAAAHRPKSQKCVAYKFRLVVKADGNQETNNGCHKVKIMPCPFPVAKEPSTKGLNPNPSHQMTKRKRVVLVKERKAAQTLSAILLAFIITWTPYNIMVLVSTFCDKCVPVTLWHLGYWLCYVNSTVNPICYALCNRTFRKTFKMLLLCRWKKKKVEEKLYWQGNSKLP
CHRM4 PAM: positive allosteric modulators of human muscarinic M4 receptor. P08173. CHO-K1 hM4/Gqi5, Fluo-8 calcium fluorescence, ACh EC20; 0% = ACh EC20, 100% = maximal ACh. activation, % at 3 µM. 360,000 compounds, 0.4% hits. AID 624126;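 active means activation above its plate's cutoff, the mean activation of sample wells plus 3 SD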; further: some results filed as inactive read as strong as hits
TAAR1 agonist: human TAAR1 agonism; Q96RJ0; CHO RD-HGA16 TAAR1, Fluo-8 calcium fluorescence; vehicle wells 0%, saturating PEA agonist 100%; activation, % at 3 µM; 360,000 compounds, 0.99% hits;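 active means activation above the mean activation of all test compounds in the run plus 3 SD, cut at about 38% in these data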
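Test system: RD-HGA16 (CHO) cells co-expressing Gα16 and hTAAR1 | Doses: Single dose, 3 µM | Schedule: 17-24 h seeding, 75 min 37 °C dye, 30 min RT | Evaluation: % activation from peak over basal fluorescence ratio, DMSO-to-PEA scaled | Technique: Kinetic Fluo-8 calcium fluorescence | Benchmarks: Low control DMSO, high control PEA (EC100)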
M5 ag: CHRM5 agonism in calcium assay; 360,000 compounds, 0.19% hits; AID 624037; activation, % at 3 µM; P08912; CHO-K1 hM5 cells, Fluo-8 calcium fluorescence; 0% DMSO wells, 100% maximal acetylcholine response;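 active means activation above the run's mean over test compounds plus 3 SD, cut at about 23% in these data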;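 further: signal is peak over basal fluorescence ratio across the kinetic read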
CHRM5 PAM: potentiates acetylcholine response at human M5 receptor. CHO-K1 hM5, Fluo-8 calcium, ACh EC20 PAM; 0% = ACh EC20, 100% = ACh EC100. activation, % at 3 µM. P08912. 360,000 compounds, 0.3% hits;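 active means activation above the run cutoff, the mean activation of all test compounds plus 3 SD, cut at about 18% in these data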
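Assay system – human M5 receptor in CHO-K1 cells · Read-out – % activation, ACh-normalized · Technique – Fluo-8 calcium fluorescence · Dosing – single-point, 3 µM nominal · Incubation – Fluo-8 loading 80 min at 37 °C plus 30 min room temperature · Repeats – singlicate, one well per test compound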
* hit, by the source's call; . = not tested or not shown.

molecule	CHRM5 PAM	TAAR1 agonist	CHRM4 PAM	M5 antag	TAAR1 antag	M1 PAM parental	CRFBP-R2 agonist	CRFBP-R2 block	M5 ag
CCCOP(=O)(OCCC)C(Nc1cccc(C(F)(F)F)c1)c1ccc(C)cc1 (stereo not drawn)	-5.3	1.4	-5.5	-2.8	-9.7	33.4	0.8	-29.4	-3.2
Cc1[nH]c2ccccc2c1N=Nc1ccc(F)cc1	9.1	-0.3	-1.5	-6.7	-34.0	-6.7	1.2	-2.0	5.1
Cc1ccc(-n2c(SCC(N)=O)nc3c(c2=O)C2(CCCC2)Cc2ccccc2-3)cc1	-0.3	35.9	0.0	-4.6	4.6	23.2	1.8	-69.4	-3.9
Nc1ccc(-c2nc3c(Cl)c(N)ccc3[nH]2)cc1	-0.5	4.0	2.6	2.1	0.8	-1.4	-5.2	-25.0	-3.0
Cc1ccccc1C(=O)NC(=S)Nc1ccc(N2CCN(C(=O)c3ccccc3)CC2)cc1	-2.6	0.8	-5.7	3.8	13.7	6.9	-0.5	-4.1	-1.2
CC(=O)c1ccc(NC(=O)CCOc2cc(C)ccc2C)cc1	0.5	-3.8	-5.4	6.0	4.6	18.7	0.9	8.1	-0.6
c1ccc(-c2nnc(-c3ccncc3)o2)cc1	-0.9	1.2	5.4	-3.1	11.1	9.1	-1.9	-12.0	1.7
CCCCCCc1ccc(OC(=O)c2ccncc2)cc1	-6.2	6.7	-4.5	8.3	16.2	6.4	0.3	14.6	1.0
Cc1ccc(NC(=O)CN2CCN(Cc3ccccc3)CC2)c(Br)c1	-2.8	1.9	1.0	-2.0	-8.4	11.3	3.8	-20.6	-6.1
Cc1oc(-c2cccc(Cl)c2)nc1CSCC(=O)O	0.8	-0.8	3.8	2.8	-9.1	10.7	-1.4	43.1	2.5

More entries.
molecule	CHRM5 PAM	TAAR1 agonist	CHRM4 PAM	M5 antag	TAAR1 antag	M1 PAM parental	CRFBP-R2 agonist	CRFBP-R2 block	M5 ag
Cc1c(C(=O)c2ccc(F)cc2F)c2ccccn2c1CCc1ccccn1	-5.7	0.1	2.5	5.7	13.6	18.4	-0.9	10.2	-0.9
COc1ccc(NC(=O)c2nc3ccccc3s2)cc1	5.0	10.8	7.7	-9.0	-3.1	-1.0	-1.1	17.7	-3.4
NC(=O)c1ccc(SCC(=O)OCC(=O)N2CCN(C(=O)c3ccco3)CC2)c([N+](=O)[O-])c1	1.4	0.4	1.4	-4.2	-18.4	1.2	-0.1	8.2	3.5
O=C(NC(c1ccccc1)c1ccccc1)c1ccc(S(=O)(=O)C(F)F)cc1	-1.3	18.3	3.1	-3.3	16.5	-7.1	1.4	2.6	-5.1
CS(=O)(=O)c1ccc2nc(NC(=O)CC3CCCC3)sc2c1	-5.8	0.0	2.0	-4.2	4.9	23.9	-2.6	-50.4	0.5
CC(=O)Nc1ccc(S(=O)(=O)N(C)CC(=O)N2CCN(C(=O)c3ccco3)CC2)cc1	-3.2	0.9	0.8	16.5	1.3	5.6	-0.5	-16.1	0.4
Cc1ccc(C(=O)CCC(=O)N(C)CC(=O)Nc2ccccc2Br)cc1	-6.4	0.8	-0.2	4.4	-32.1	-7.6	-0.3	9.8	-3.8
O=C1NC(Cc2ccc(O)cc2)c2nc3cc(F)c(F)cc3c(=O)n2-c2ncccc21 (stereo not drawn)	0.5	2.9	6.6	13.4	-8.2	26.2	10.5	-24.3	0.8
FC(F)Oc1ccccc1NC(=S)Nc1cccnc1	2.1	6.2	14.7	-3.1	7.7	19.9	-0.3	12.3	-0.6
CCc1c(C(=O)Nc2cc(C(=O)OC)ccc2C)csc1C	1.5	-1.0	3.4	2.3	-35.5	-9.0	8.4	-32.1	-3.8

Next section:
molecule	CHRM5 PAM	TAAR1 agonist	CHRM4 PAM	M5 antag	TAAR1 antag	M1 PAM parental	CRFBP-R2 agonist	CRFBP-R2 block	M5 ag
CC(NC(=O)/C(C#N)=C/c1cn(-c2ccccc2)nc1-c1ccc(F)cc1)c1ccccc1 (stereo not drawn)	1.9	5.1	-6.5	1.8	-10.7	16.4	1.1	1.6	-0.7
Cc1nc2ccccc2c2oc(C(=O)NCCN3CCN(C)CC3)cc12	-3.4	0.7	-1.3	4.6	-15.6	7.8	3.2	17.0	-0.2
CCOC(=O)[C@]12CCC=C1N(Cc1ccco1)C(=O)[C@H](CC(=O)N1CCCCC1)C2	-6.4	0.1	3.2	11.6	-17.3	2.8	.	.	1.0
O=C(c1ccc(CS(=O)Cc2ccc(Cl)cc2)o1)N1CCN(c2ccccc2F)CC1 (stereo not drawn)	-3.2	0.7	-4.8	14.2	-21.5	6.5	-0.3	2.9	-3.7
COc1cccc(CNCc2ccccc2OC)c1	4.0	0.1	-7.0	14.7	-12.1	23.3	0.6	0.1	-4.4
CC(=O)c1c(-c2ccc(Cl)cc2Cl)noc1C	0.3	-1.4	3.3	-3.3	-6.5	25.6	1.4	-1.2	-6.4
CCCn1nc(C(=O)Nc2nnc(C3CC3)s2)c2ccccc2c1=O	2.1	11.3	0.4	12.5	-21.1	12.6	-4.6	-38.4	1.1
O=C(CCC(=O)N1CCN(c2ccccc2F)CC1)N1CCN(c2ccccc2)CC1	-3.9	0.9	-1.3	9.8	-4.7	-9.5	-0.6	20.2	4.2
O=C(CCc1nnc2n(Cc3ccc(F)cc3)c(=O)c3ccccc3n12)NCCCN1CCOCC1	-4.3	-0.4	-1.4	7.5	-23.1	5.9	5.7	8.5	-2.3
Cc1ccc(-c2n[nH]c(=S)n2/N=C/c2cc3c(cc2[N+](=O)[O-])OCO3)cc1	0.8	0.5	-1.4	2.9	-10.5	19.1	-0.9	29.8	1.4

Compounds listed so far that have an NH in an aromatic ring:
molecule	CHRM5 PAM	TAAR1 agonist	CHRM4 PAM	M5 antag	TAAR1 antag	M1 PAM parental	CRFBP-R2 agonist	CRFBP-R2 block	M5 ag
Cc1[nH]c2ccccc2c1N=Nc1ccc(F)cc1	9.1	-0.3	-1.5	-6.7	-34.0	-6.7	1.2	-2.0	5.1
Nc1ccc(-c2nc3c(Cl)c(N)ccc3[nH]2)cc1	-0.5	4.0	2.6	2.1	0.8	-1.4	-5.2	-25.0	-3.0
Cc1ccc(-c2n[nH]c(=S)n2/N=C/c2cc3c(cc2[N+](=O)[O-])OCO3)cc1	0.8	0.5	-1.4	2.9	-10.5	19.1	-0.9	29.8	1.4

The listing continues:
molecule	CHRM5 PAM	TAAR1 agonist	CHRM4 PAM	M5 antag	TAAR1 antag	M1 PAM parental	CRFBP-R2 agonist	CRFBP-R2 block	M5 ag
O=S(=O)(c1ccc(Cl)nc1)N1CCN(c2ncccn2)CC1	-11.9	2.1	-9.3	18.2	-9.6	-8.1	-0.9	11.2	-4.5
Cc1ccccc1Nc1c(-c2ccccn2)nc2c(C)cccn12	-10.4	5.6	-8.1	-2.2	-33.5	-1.4	-3.5	14.0	-8.5
O=C(NC(=S)NCc1ccc2c(c1)OCO2)c1ccccc1	-3.0	2.1	2.0	-0.6	7.2	-5.6	-1.3	5.4	-5.3
O=C(Cn1cnc2cc([N+](=O)[O-])ccc2c1=O)Nc1ccc(N2CCOCC2)cc1	8.2	1.2	-1.2	-1.6	1.8	11.4	0.2	18.9	0.7
CCOc1cc(C(=O)OCC(=O)Nc2cccc(C)c2)ccc1OCC(=O)N1CCOCC1	8.8	0.7	-3.7	-6.2	-4.2	6.0	-0.3	2.6	0.9
CCC(=O)N1CCC(C)(C(=O)Nc2ccc3c(c2)OCCO3)C1 (stereo not drawn)	4.2	0.1	-4.7	-11.7	4.7	-5.0	.	.	-0.7
Cc1ccc(Sc2nc(C)c([N+](=O)[O-])c(C)c2C#N)cc1	-2.9	0.6	1.3	-0.8	4.9	-1.9	-0.9	3.7	-12.3
CCOc1ccc(C(C(=O)NC2CCCCC2)N(C(=O)c2ccco2)c2ccc(-n3cnnn3)c(C)c2)cc1 (stereo not drawn)	-7.9	5.6	-5.5	6.6	5.6	0.2	0.9	1.5	-2.2
N#CC1=C(N)SC(N)=C(C#N)C1CCc1ccccc1	-19.6	30.0	-7.3	9.4	37.0	-9.1	103.1*	-41.1	15.8
Cc1nn(Cc2ccccc2)c(C)c1NC(=O)CCCn1nc(C)c([N+](=O)[O-])c1C	3.5	-1.1	3.8	-8.3	-13.3	24.9	0.6	1.6	-2.3

(more compounds)
molecule	CHRM5 PAM	TAAR1 agonist	CHRM4 PAM	M5 antag	TAAR1 antag	M1 PAM parental	CRFBP-R2 agonist	CRFBP-R2 block	M5 ag
C=CCC(=O)OCC(=O)Nc1ccc(Cl)cn1	-4.6	9.4	-0.6	2.0	7.4	12.2	-1.1	13.7	-0.5
COc1ccc(-c2cc(C(F)(F)F)n3nc(N)nc3n2)cc1	1.4	.	10.0	-2.1	.	5.1	-7.6	4.3	-1.2
COc1ccc([C@H]2C[C@@H](O)[C@H](n3cc(COC(=O)c4ccccc4)nn3)CN2C(=O)c2cccs2)cc1	-2.8	1.8	-4.8	10.1	16.0	-5.8	-0.1	-2.6	0.2
CC(=O)N(c1ccccc1C)S(=O)(=O)c1ccc(Cl)cc1	3.3	0.8	0.6	-3.0	-12.4	25.6	-4.7	-22.2	-8.2
Cc1cc(C)nc(N2CCCC(C(=O)NCc3ccc4c(c3)OCO4)C2)n1 (stereo not drawn)	6.7	4.4	-0.1	8.6	21.6	9.0	-2.1	0.6	-2.3
CCCSc1nnc(-c2cccc(S(=O)(=O)N(C)C)c2)n1-c1cc(OC)ccc1OC	2.4	2.8	0.4	4.1	-1.7	-4.7	-0.6	2.4	-1.9
NC(=O)c1ccc(N2CCCCC2)c(N2C(=O)C3C4C=CC(C4)C3C2=O)c1 (stereo not drawn)	2.4	2.0	-4.4	-5.4	-31.5	16.2	0.1	-4.7	0.1
COc1ccc(NC(=O)CSc2nc3c(c(=O)n2C)SCC3)cc1OC	6.9	-1.0	8.2	-1.0	5.2	19.5	0.6	3.2	-2.1

High-throughput results (PubChem BioAssay)
